STAT1 inh – inhibitors of IFN-gamma induced STAT1 signaling. NIH 3T3 STAT1-luciferase reporter, luminescence. inhibition, % at 5.5 µM. actives 0.35% (n = 200,000). AID 920;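 active means inhibition above a set limit, the mean inhibition across all tested compounds plus 3 SD, cut at about 34% in these data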;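 further: 0% = IFN-gamma with DMSO and 100% = IFN-gamma with 300 µM nifuroxazide; values of inactives mirror those of a sister screen read the other way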
STAT1 activator – activators of IFN-gamma induced STAT1 signaling | actives 2.6% (n = 200,000) | AID 932 | activation (% of control), % at 5.5 µM | NIH 3T3 STAT1-luciferase reporter, luminescence; 100% = IFN-gamma alone, no compound;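 active means activation above the screen-wide mean activation plus 3 SD, cut at about 130% in these data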;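 further: raw ratio to IFN-gamma control signal so 100% means no change and 0% no light; values of inactives mirror those of a sister screen read the other way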
FLuc inh counter – inhibits firefly luciferase, flagging false hits in luciferase inhibition screens. P08659. ATPLite firefly luciferase biochemical luminescence, 10 min. inhibition, % at 10 µM. actives 1.5% (n = 200,000);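 active means inhibition above about 50% when tested at 10 µM, limit read from the data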
Target sequence (P08659 whole entry, looked up): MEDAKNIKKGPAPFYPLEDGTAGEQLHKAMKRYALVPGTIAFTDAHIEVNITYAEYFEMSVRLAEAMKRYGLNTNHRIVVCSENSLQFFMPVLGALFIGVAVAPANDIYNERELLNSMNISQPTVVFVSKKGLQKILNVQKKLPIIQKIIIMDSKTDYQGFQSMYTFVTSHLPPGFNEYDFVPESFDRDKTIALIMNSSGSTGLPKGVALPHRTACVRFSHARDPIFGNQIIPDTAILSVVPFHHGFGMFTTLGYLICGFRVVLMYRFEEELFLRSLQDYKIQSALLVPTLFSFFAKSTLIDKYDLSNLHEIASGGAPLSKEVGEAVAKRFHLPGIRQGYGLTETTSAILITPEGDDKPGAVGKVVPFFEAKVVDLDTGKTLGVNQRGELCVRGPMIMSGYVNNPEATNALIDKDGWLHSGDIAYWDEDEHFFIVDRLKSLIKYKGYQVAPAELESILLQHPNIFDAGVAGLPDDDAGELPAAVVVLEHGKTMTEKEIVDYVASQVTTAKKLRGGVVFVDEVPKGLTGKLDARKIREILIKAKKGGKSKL
STAT3 act – activators of IL-6 induced STAT3 signaling. U3A cells, IL-6 STAT3-luciferase reporter, luminescence; 100% = signal with IL-6 EC80 alone. activation (% of control), % at 5.6 µM. actives 0.91% (n = 190,000);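 active means activation above the screen-wide mean of compound activation plus 3 SD, cut at about 130% in these data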;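 further: 0% = background luminescence of wells with medium and substrate only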
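Test system: Human STAT1-deficient U3A cells with stable STAT3-luciferase reporter | Also added: Interleukin-6, 33 ng/mL | Timing: Compound pre-incubation 1 h before IL-6, then 6 h stimulation at 37 °C | Technique: Luciferase reporter luminescence | Read-out: Percent of IL-6-only median luminescence | Benchmarks: IL-6-only wells as 100% reference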
NF-kB neuron act – NF-kB expression increase, human neuronal cells. NF-kB reporter expression; hits give high values. fold change at 12.5 µM. actives 1.6% (n = 190,000); in the data active means fold change above about 3.3
STAT3 inh – reduces IL-6 driven STAT3 reporter signal. U3A cells, IL-6 STAT3-luciferase reporter, luminescence; host cell line lacks STAT1. inhibition, % at 5.5 µM. actives 0.89% (n = 190,000). AID 862;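 active means inhibition above the mean inhibition across all screened compounds plus 3 SD, cut at about 44% in these data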;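 further: 0% = DMSO only wells and 100% = 100 µM nifuroxazide control wells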
RAM inhibit – inhibitors of the yeast RAM network; S. cerevisiae dse1pr::URA3 reporter, 5-FOA growth OD615, 2 d; analog-sensitive cbk1-as2 kinase mutant strain; inhibition, % at 50 µM; actives 1.8% (n = 190,000); AID 868;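 active means inhibition above a set limit, 3 SD over mean compound inhibition, cut at about 8.4% in these data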;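 further: 0% = DMSO-only wells with no growth and 100% = 10 µM 1-NA-PP1 full growth; inhibition rescues growth on 5-FOA so higher OD means more RAM inhibition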
APP 5'UTR act – activates APP 5'UTR luciferase reporter. SH-SY5Y APP 5'UTR luciferase reporter, luminescence; zero percent = DMSO vehicle wells. activation, % at 2 µM. actives 1% (n = 190,000). AID 1276;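 active means activation above a set limit, based on mean plus 3 SD of controls, cut at about 140% in these data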; further: values of inactives mirror those of a sister screen read the other way
Hsp70 act – Hsp70 transcriptional activation, primary screen; actives 0.04% (n = 200,000); AID 1203; HeLa Hsp70 promoter luciferase reporter, luminescence; scaled: vehicle 0, proteasome-inhibitor control 100%; activation, % at 10 µM;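 active means activation above the mean across all tested compounds plus 3 SD, cutoff set per campaign, cut at about 5.5% in these data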;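 further: 100% = MG132 at 30 µM as the positive control and 0% = DMSO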
APP transl inh – APP translation inhibition; actives 0.82% (n = 190,000); SH-SY5Y APP 5'UTR-luciferase reporter, luminescence; AID 1285; inhibition, % at 2 µM;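 active means inhibition above a set limit, derived from the sample mean plus 3 SD, cut at about 45% in these data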; further: values of inactives mirror those of a sister screen read the other way
An asterisk follows results filed as active; . = no result given.

SMILES	STAT1 inh	STAT1 activator	FLuc inh counter	STAT3 act	NF-kB neuron act	STAT3 inh	RAM inhibit	APP 5'UTR act	Hsp70 act	APP transl inh
Cc1ccc(-c2nnn(CC(=O)N(Cc3ccco3)C(C(=O)NC(C)(C)C)c3cccs3)n2)o1 (stereo not drawn)	2	98	-8	104	0.91	-1	0.7	18	0.1	-18
COC(=O)N/N=C/c1ccc(-c2cc(Cl)ccc2Cl)o1	-7	106	-8	89	1.1	10	3.2	-14	-0.2	14
CC(C)C(=O)Nc1sc2c(c1C#N)CCCCC2	-16	110	4	112	1.6	-11	-0.4	-7	0.3	7
O=S(=O)(c1cccs1)N1CCc2ccccc21	-9	108	0	104	1.1	0	0.3	5	0.1	-5
O=c1[nH]c(CN2CCN(C/C=C/c3ccccc3)CC2)nc2cc(Cl)ccc12	1	99	-7	93	0.82	15	1.0	-4	-0.2	4
COc1ccc(C(=O)N2CC3(CC(c4cccc([N+](=O)[O-])c4)=NO3)C[C@H]2C(=O)NCC(N)=O)cc1 (stereo partly drawn)	-7	106	2	100	0.9	7	0.4	0	0.1	0
COc1ccc(CCNc2c(C)c(C)nc3ncnn23)cc1	24	78	-8	36	0.95	82*	-0.2	-5	0.7	5
Cc1c(/C=N/NC(=O)c2ccccc2O)c2ccccn2c1C(=O)c1ccc(F)cc1	-1	101	14	103	0.29	0	4.8	16	0.1	-16
CSCCC(NC(=O)c1ccc(Cl)cc1)C(=O)OCC(C)=O (stereo not drawn)	8	92	-2	97	1.3	10	-0.4	25	0.0	-25
COC(=O)c1ccc(CNC(=O)COC(=O)C2CC3C=CC2C3)cc1 (stereo not drawn)	-6	104	-5	101	1.1	5	0.1	-9	0.1	9
CCc1c(C)nc(N)n2c(SCC(=O)Nc3ccccc3OC)nnc12	-2	102	-2	105	0.95	-3	2.6	7	0.1	-7
O=C(NCC(c1ccco1)N1CCN(c2ccccc2)CC1)c1ccc2c(c1)OCO2 (stereo not drawn)	9	90	-6	90	1.2	21	-0.1	3	-0.3	-3
CC(C)Cn1c(N)c(C(=O)CSc2nnnn2C)c(=O)n(C)c1=O	2	98	-8	98	0.97	6	-0.4	-16	-0.4	16
COc1ccccc1C(=O)OCC(=O)c1cccc([N+](=O)[O-])c1	3	97	1	83	1.2	22	-0.5	-6	-0.2	6
CC(NC(=O)c1ccccc1)c1nc2ccccc2n1Cc1ccc(C#N)cc1 (stereo not drawn)	1	100	-6	107	0.88	0	1.9	-1	-0.3	1
N[C@@H](Cc1ccc(O)c(I)c1)C(=O)O	2	98	-4	98	1.6	5	2.1	0	-0.4	0
O=[N+]([O-])c1cccc(-c2nnc(CNC3CC3)o2)c1	6	94	-3	99	1.1	7	2.4	8	-0.4	-8
CC(CCc1ccccc1)NC(=O)C(=O)NCCO (stereo not drawn)	-1	101	-6	101	1.1	3	0.8	3	-0.2	-2
Cc1nc(CSc2ccc(Cl)cc2)cc(NCc2ccccc2)n1	2	98	-10	103	1.2	4	3.2	4	-0.3	-4
COc1ccc(/C=C2/N=C(SCC(=O)Nc3cc(C)on3)N(c3ccccc3)C2=O)cc1	3	97	-5	101	1.5	-3	5.4	7	0.0	-7

Two records drawn at random from the list so far:
SMILES	STAT1 inh	STAT1 activator	FLuc inh counter	STAT3 act	NF-kB neuron act	STAT3 inh	RAM inhibit	APP 5'UTR act	Hsp70 act	APP transl inh
COc1ccc(/C=C2/N=C(SCC(=O)Nc3cc(C)on3)N(c3ccccc3)C2=O)cc1	3	97	-5	101	1.5	-3	5.4	7	0.0	-7
O=[N+]([O-])c1cccc(-c2nnc(CNC3CC3)o2)c1	6	94	-3	99	1.1	7	2.4	8	-0.4	-8

Going on with the list.
SMILES	STAT1 inh	STAT1 activator	FLuc inh counter	STAT3 act	NF-kB neuron act	STAT3 inh	RAM inhibit	APP 5'UTR act	Hsp70 act	APP transl inh
CN1CCN(/C=N/c2c(C#N)cnn2C)CC1	3	95	-4	97	1.1	5	-0.2	-4	-0.1	4
COc1cc2c(cc1NC(=S)Nc1cccc3ccccc13)oc1ccccc12	-10	109	-2	109	1.3	-4	4.2	31	0.0	-30
CC(C)CCNC(=O)c1ccc2c(SCC(=O)O)c3c(nc2c1)CCCC3	3	98	-2	95	1.4	14	4.5	-4	0.8	4
CC(=Nc1ccc(O)cc1)c1sc2ccccc2c1O	-77	170*	48	93	13*	18	1.6	171*	-0.4	-171
O=C(CCN1C(=O)c2cccc3cccc(c23)C1=O)Nc1ccccc1	-4	102	-1	93	1.1	14	3.7	-6	0.2	6
N#CC(c1ccccc1)(c1ncc(C(F)(F)F)cc1Cl)N1CCOCC1 (stereo not drawn)	-1	101	-5	112	1.3	-8	1.2	8	0.9	-8
O=C(O)C1C2C=CC3(CN(Cc4ccccn4)C(=O)C13)O2 (stereo not drawn)	-1	101	-6	90	1.2	15	1.5	-7	-0.3	7
S=C(NCc1ccncc1)Nc1ccc(Cl)cc1Cl	9	90	-7	94	0.91	12	-0.7	5	-0.3	-5
O=C(NN1C(=O)C2C3CCC(O3)C2C1=O)c1ccc(Br)o1 (stereo not drawn)	0	100	-5	98	0.89	7	1.0	25	0.0	-25
O=C(Nc1ccc(Cl)cc1)c1cc2nc(-c3ccco3)cc(C(F)(F)F)n2n1	-10	110	-10	79	1.2	28	7.0	15	0.3	-15
Cc1ccc(C(C(=O)NCc2ccc(F)cc2)N(C(=O)c2csnn2)C2CC2)o1 (stereo not drawn)	-1	101	-12	98	0.94	6	1.9	-1	-0.2	1
CNC(=O)CSc1nc2nc(C)cc(C)n2n1	4	96	0	101	0.88	3	0.7	-24	0.0	24
O=S(=O)(c1cccc2nsnc12)N1CCc2ccccc2C1	0	100	-9	85	0.89	21	1.3	-4	-0.3	4
O=C(O)CCSCC(=O)Nc1c(C(=O)C2CC2)oc2ccccc12	-5	105	-3	103	1.4	5	1.4	-6	0.3	6
Cc1cc(C)c(NC(=O)CSc2nnc(-c3ccncc3)n2Cc2ccco2)c(Cl)c1	3	98	0	104	0.77	3	0.2	4	-0.2	-4
CC(C)CCNC(=O)C(c1ccco1)N(Cc1cccs1)C(=O)Cn1nnc2ccccc21 (stereo not drawn)	-4	105	-7	112	0.69	-7	-1.2	-8	-0.4	8
O=C1NC(=S)S/C1=C\c1ccc(SCc2ccccc2)o1	0	100	-3	98	1.2	3	10*	.	-0.1	.
C[C@@H]1NC(=O)[C@H](CCC(N)=O)NC(=O)c2cc([N+](=O)[O-])cc(I)c2NCC[C@@H](C(N)=O)NC1=O	4	97	-3	96	1.1	2	-0.9	2	-0.3	-2
CCCCNCCCOc1cccc(Cl)c1	9	92	-4	98	1.1	7	-1.6	3	0.3	-3
COc1ccc(C(=O)CCC(=O)O)cc1	-2	101	-1	100	0.98	6	-0.9	2	-0.2	-2
O=C(c1sc2ccccc2c1Cl)N1CCN(c2ncccn2)CC1	8	93	-6	93	1	11	-1.1	7	0.0	-7
CCOC(=O)c1c(C)[nH]c(C(=O)OCCOc2ccc(Cl)cc2)c1C	4	97	-2	103	1.1	0	4.0	18	0.0	-18
CN(Cc1nc(-c2ccncc2)no1)S(=O)(=O)c1ccc(Br)cc1	14	87	-4	89	0.8	17	0.6	-1	-0.4	1
COc1ccc(NC(=O)c2c(N)no[n+]2[O-])c(OC)c1	-8	107	0	85	1.4	25	0.1	-15	-0.1	15
CCN1CCn2c1nc(N1CCOCC1)nc2=O	1	105	-10	102	0.96	-2	0.3	4	-0.3	-4
COc1ccc(-c2cc(C(=O)NCc3ccc(Cl)cc3)no2)cc1OC	-2	102	-7	93	1	10	2.9	11	-0.1	-11
CCOc1ccc(CSC2=NCCN2)cc1[N+](=O)[O-]	-18	116	-9	100	1.1	0	1.1	0	-0.2	0
Cc1nn(CC(=O)Nc2ccc(Cl)cn2)c(C)c1[N+](=O)[O-]	0	100	-3	97	1.9	11	0.7	-1	-0.1	1
CCSc1nc(N)c2c3c(sc2n1)CN(C)CC3	3	98	-3	93	1.2	14	0.5	-21	-0.3	21
CCOC(=O)C1CCCN(c2c(NCc3ccco3)c(=O)c2=O)C1 (stereo not drawn)	-7	108	-6	104	1.1	-4	-0.8	-1	-0.4	0
N/C(=N\OC(=O)c1ccc(Cl)cc1)c1ccc(Cl)cc1	-13	112	37	99	3.1	6	1.4	.	0.1	.
Cc1ccc2c3c(c(SCC(=O)Nc4nonc4C)nc2c1)CCCC3	-4	103	-4	103	1.2	3	2.8	24	-0.2	-24
CCOC(=O)CNC(=O)Cn1cnc2sc(C)c(S(=O)(=O)N3CCC(C)CC3)c2c1=O	-5	104	-7	99	1.2	1	2.2	-1	-0.3	1
COc1ccc(NC(=O)c2cccnc2Sc2ccccc2)c(OC)c1	-4	103	-8	98	1	0	3.4	8	-0.2	-8
Cc1nc(Oc2ccccc2)c2oc3ccccc3c2n1	3	98	-8	83	1	26	-0.1	0	-0.1	0
Cc1ccc(C2=NN(C)c3nc4ccccc4n3C2)cc1	4	94	-4	170*	0.83	-82	2.8	12	-0.4	-12
Cc1oc(-c2ccccc2Cl)nc1Cn1cccc1C1=NC(c2ccccc2)CO1 (stereo not drawn)	-4	104	-6	117	1.7	-18	3.3	-3	-0.4	3
CCN1CCN(C2CC(=O)NC2=O)CC1 (stereo not drawn)	-11	109	-2	99	1.1	2	1.0	-4	0.2	4
Cc1cc(C)c(S(=O)(=O)NC(CC(=O)O)c2cccc([N+](=O)[O-])c2)c(C)c1 (stereo not drawn)	-6	104	-2	97	0.95	13	-1.1	11	-0.4	-11
CC(C)(C)NC(=O)CN(Cc1ccc2c(c1)OCO2)C(=O)CCC(=O)Nc1nccs1	9	90	-8	92	1.6	12	-0.7	-16	-0.3	16
COc1cccc(NS(=O)(=O)c2ccc3c(c2)C2C=CCC2C(c2ccc(C(=O)O)cc2)N3)c1 (stereo not drawn)	1	99	1	104	1	-2	5.5	-14	-0.4	14
C=CCn1c(CCc2ccc(OC(C)C)cc2)n[nH]c1=S	-7	105	4	94	1.6	11	-0.6	19	-0.1	-19
O=C(Nc1nc2ccc([N+](=O)[O-])cc2s1)C1CCCO1 (stereo not drawn)	-38	136*	6	92	2.2	11	1.2	62	0.0	-62
CCCCOc1ccc(-c2nnc(-c3ccco3)o2)cc1	-33	130*	25	58	3.5*	52*	2.0	136*	-0.1	-136
COc1ccc(C(=O)Nc2ccc(Cl)c(S(=O)(=O)Nc3ccccc3OC)c2)cc1	5	96	21	79	0.69	24	4.1	12	-0.1	-12
CN(C)CCCOC(=O)c1cc2ccccc2o1	0	100	-5	101	1.2	3	-0.4	-17	0.1	17
O=C(C1=COCCO1)N1CCN(S(=O)(=O)c2cccc(Cl)c2Cl)CC1	2	98	-7	105	0.65	-3	2.2	18	-0.2	-18
O=S(=O)(Cc1cc(N2CCOCC2)nc(-c2ccccn2)n1)c1ccccc1	-9	109	-7	104	1.5	-2	0.7	-15	-0.4	15
N#C/C(=N\Nc1ccc(F)cc1)C(=N)N1CCCCCC1	-55	150*	59*	85	7.7*	20	1.9	185*	-0.1	-185

Compounds were not picked by outcome (roughly 7.7% active in at least one column).
